Tn7 DDE FP = inhibitors of Tn7 peptide binding to fibrin DD(E), primary screen, biochemical, fluorescence polarization, human fibrin, Tn7 probe. Fibrinogen beta chain (Homo sapiens), P02675. FP displacement of FITC-Tn7 peptide from fibrin DD(E); 0% = median of compound wells per plate. inhibition, % at 8.3 µM. hit rate 0.13% among 370,000;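 active = inhibition above the mean of compounds falling within the control limits plus 3 SD of them, cut at about 14% in these data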;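 note: 0% = plate median of compound wells and 100% = 10 µM Aha-Tn7 peptide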
Target sequence (P02675 whole entry, looked up): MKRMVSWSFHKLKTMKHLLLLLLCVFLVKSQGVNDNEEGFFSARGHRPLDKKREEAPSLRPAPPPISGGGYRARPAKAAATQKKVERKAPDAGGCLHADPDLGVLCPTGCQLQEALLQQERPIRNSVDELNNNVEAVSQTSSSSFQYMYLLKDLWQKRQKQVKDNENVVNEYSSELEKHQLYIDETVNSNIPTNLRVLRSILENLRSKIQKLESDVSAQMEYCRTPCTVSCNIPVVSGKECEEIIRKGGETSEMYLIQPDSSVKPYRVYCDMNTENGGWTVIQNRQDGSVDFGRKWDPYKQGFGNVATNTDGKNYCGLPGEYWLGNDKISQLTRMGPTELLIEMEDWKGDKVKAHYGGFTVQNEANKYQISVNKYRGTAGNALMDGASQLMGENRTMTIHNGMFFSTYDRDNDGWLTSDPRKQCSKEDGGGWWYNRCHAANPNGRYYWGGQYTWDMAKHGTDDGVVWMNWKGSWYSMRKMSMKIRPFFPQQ
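Assay system: human fibrin DD(E). Input: DD(E) 2 µM final. Medium: Tris buffer with calcium and detergent, pH 7.8. Compound dosing: single point at 8.3 µM. Timing: 10 min plus 3 h, room temperature. Technique: fluorescence polarization of the labelled Tn7 tracer. Read-out: percent inhibition. Replicates: singlicate testing.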
ASAP1 inh = inhibitors of human ASAP1 ArfGAP activity, primary screen, biochemical, fluorescence polarization | hit rate 0.19% among 360,000 | Arf-GAP with SH3 domain, ANK repeat and PH domain-containing protein 1 (Homo sapiens), … | ASAP1-stimulated ARF1 GTP hydrolysis, GDP FP detection | inhibition, % at 16.5 µM | AID 624377, 2012; in the data active = inhibition above about 25%;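 note: 0% = vehicle with enzyme and substrate and 100% = no enzyme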
ADAM17 inh = ADAM17 inhibitors, primary screen, biochemical, QFRET | Disintegrin and metalloproteinase domain-containing protein 17 (Homo sapiens), P78536 | recombinant ADAM17, EDANS/DABCYL FRET peptide cleavage | inhibition, % at 6.95 µM | hit rate 0.83% among 370,000 | AID 720648, 2013;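 active = inhibition above the mean of compounds lying between control limits plus 3 SD, set per campaign, cut at about 8.5% in these data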;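 note: 0% = DMSO-only wells as the low control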
ARFGAP1 inhibitor = inhibitors of rat ARFGAP1 GAP activity, primary screen, biochemical, fluorescence polarization, GDP tracer | Arfgap1-stimulated ARF1 GTP hydrolysis, GDP FP detection | inhibition, % at 16.5 µM | hit rate 0.26% among 360,000;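 active = inhibition above a per-plate limit, mean inhibition of low control wells plus 3 SD, cut at about 25% in these data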;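 note: 0% = DMSO wells with enzyme and 100% = wells lacking Arfgap1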
Target sequence (Q62848 1-136 limits assumed): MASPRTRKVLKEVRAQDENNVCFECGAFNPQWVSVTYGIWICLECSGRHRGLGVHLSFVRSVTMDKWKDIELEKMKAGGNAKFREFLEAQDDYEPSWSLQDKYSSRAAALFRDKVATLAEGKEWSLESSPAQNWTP
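material = rat Arfgap1 catalytic domain, aa 1-136 | also added = human ARF1(Δ1-17)-GTP substrate | compound dosing = one concentration, 16.5 µM, DMSO 1.26% | times = GTP hydrolysis reaction 2 h at 25 °C | measured by = FP, GDP Alexa 633 tracer displaced from anti-GDP antibody, 620/688 nm | evaluation = percent inhibition of Arfgap1-stimulated GTP hydrolysis | replication = single well per compound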
ADAM10 inh = human ADAM10 inhibitors, primary screen, biochemical, QFRET, HTS; Disintegrin and metalloproteinase domain-containing protein 10 (Homo sapiens), O14672; recombinant ADAM10, EDANS/DABCYL FRET peptide cleavage, 3 h; inhibition, % at 7 µM; hit rate 0.62% among 370,000;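 active = inhibition above a per-campaign cutoff equal to the mean of compounds falling between control-based bounds plus 3 SD, cut at about 20% in these data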;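 note: 0% = DMSO wells while the 100% control is not disclosed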
DDE Tn6 FP inh = inhibitors of Tn6 peptide binding to fibrin DD(E), primary screen, biochemical, fluorescence polarization, human fibrin, Tn6 probe. Fibrinogen beta chain (Homo sapiens), P02675. Fibrin DD(E) TRITC-Tn6 fluorescence polarization displacement. inhibition, % at 8.3 µM. hit rate 0.21% among 370,000. AID 720509, 2013;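 active = inhibition above a per-campaign cutoff: mean of compounds within control limits plus 3 SD, cut at about 15% in these data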;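 note: 0% = median of all compound wells on the plate and 100% = blocking peptide control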
TDP2 absorb = human TDP2 enzyme inhibitors, primary screen, biochemical, epi absorbance, recombinant enzyme; Tyrosyl-DNA phosphodiesterase 2 (Homo sapiens), O95551; inhibition, % at 12.8 µM; hit rate 0.34% among 370,000; T5PNP hydrolysis, p-nitrophenol absorbance 415 nm;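 active = inhibition above the mean of all tested compounds plus 3 SD, set per campaign, cut at about 25% in these data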;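 note: 0% = DMSO with enzyme and 100% = buffer with substrate but no TDP2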
Target sequence (O95551 whole entry, looked up): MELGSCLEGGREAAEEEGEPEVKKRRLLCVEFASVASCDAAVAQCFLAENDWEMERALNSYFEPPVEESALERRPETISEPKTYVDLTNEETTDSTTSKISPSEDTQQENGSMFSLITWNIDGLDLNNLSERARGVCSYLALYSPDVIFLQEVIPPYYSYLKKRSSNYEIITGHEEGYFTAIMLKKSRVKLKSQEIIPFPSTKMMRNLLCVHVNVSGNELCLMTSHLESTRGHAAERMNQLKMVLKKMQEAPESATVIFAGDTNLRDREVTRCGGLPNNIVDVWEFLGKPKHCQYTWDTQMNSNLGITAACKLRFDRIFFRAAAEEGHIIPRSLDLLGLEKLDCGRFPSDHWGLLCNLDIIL
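System – recombinant human TDP2 · Quantity – TDP2 enzyme at 120 nM final · Doses – single concentration, 12.8 µM nominal, with 1% DMSO · Incubation – 2 h at 37 °C · Measured by – epi absorbance of p-nitrophenol freed from T5PNP by hydrolysis · Read-out – % inhibition relative to enzyme-containing and enzyme-free wells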
PLC-gamma1 inh = PLC-gamma1 enzyme inhibitors, primary screen, biochemical, fluorescence, purified enzyme | inhibition, % at 12.2 µM | hit rate 0.84% among 370,000 | fluorogenic substrate; in the data active = inhibition above about 9.5%
PLC-beta3 inh = human PLC-beta3 inhibitors, primary screen, biochemical, fluorescence; hit rate 0.18% among 370,000; 1-phosphatidylinositol 4,5-bisphosphate phosphodiesterase beta-3 (Homo sapiens), Q01970; Purified PLC-beta3, fluorogenic substrate; inhibition, % at 12.2 µM; AID 720704, 2013; in the data active = inhibition above about 11%;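 note: 0% = median of compound wells on plate and 100% = full blocker control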
SIAE primary = human SIAE inhibitors, primary screen, biochemical, fluorescence polarization, FP-Rh probe, 1536-well HTS. SIAE FP-Rh probe binding. inhibition, % at 9.66 µM. hit rate 0.69% among 370,000. AID 1053197, 2014;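 active = inhibition above a cutoff: mean of compounds within the control limits plus 3 SD of those, cut at about 17% in these data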;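 note: 0% = plate median of compound wells and 100% = probe without SIAE protein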
* = called active by the depositor; i = inactive; nt = no result given.

SMILES	Tn7 DDE FP	ASAP1 inh	ADAM17 inh	ARFGAP1 inhibitor	ADAM10 inh	DDE Tn6 FP inh	TDP2 absorb	PLC-gamma1 inh	PLC-beta3 inh	SIAE primary
Cc1ccc(CCCOC(=O)C[N+]2(C)CCOCC2)cc1	-11.7	13.0	-1.2	1.8	1.7	-1.9	0.8	-0.1	-2.6	5.8
CC(C)c1ccc(CNc2ncc(Br)cn2)cc1	4.3	9.1	2.2	5.8	8.2	-0.3	9.3	-0.2	-2.4	7.3
Cc1cc(N/N=C/c2ccc(F)cc2)nc(-n2nc(C)cc2C)n1	-0.5	7.2	0.1	7.5	5.1	-1.8	-0.6	2.8	-2.2	-0.4
COc1ccccc1S(=O)(=O)N(C)C[C@H]1OCc2cnnn2CCCC(=O)N([C@H](C)CO)C[C@H]1C	2.8	-3.4	-1.5	5.2	-2.2	-1.0	5.3	-0.3	2.9	4.5
CCOC(=O)c1nc2cc3n(c(C)c-2c1C)C(C)C(C)=C3C (stereo not drawn)	-3.8	-3.0	-93.7	-19.6	-313.1	12.8	4.4	-145.4	-164.3	1.5
COc1ccc(C(=O)NCc2nnc(SCC(=O)c3ccccc3)n2C)cc1	0.6	-4.6	-3.6	13.4	2.2	3.8	6.5	-1.9	-2.6	3.1
COC(=O)[C@@H]1C[C@@]2(O)[C@H](O)[C@H](O)[C@H](O)C[C@H]2N1CC1CC1	-0.2	-4.4	-3.6	-4.4	-4.1	-5.4	0.2	-0.2	-0.5	9.0
CC1(CCc2ccccc2)NC(=O)N(CC(=O)O)C1=O (stereo not drawn)	-3.1	1.6	-4.0	2.7	1.9	-0.7	11.6	-0.6	-4.8	-2.8
COc1cccc(NC(=O)C(=O)NCCCn2ccnc2)c1	1.3	3.9	-3.3	13.1	1.9	-0.9	-2.6	2.7	-6.8	-0.5
CC(C)Cc1nnc(NC(=O)C23CC4CC(CC(C4)C2)C3)s1	0.9	-10.2	-0.7	-4.3	-16.3	5.8	-1.1	-2.1	-11.6	-3.0
COc1ccc(/C=N/NC(=O)c2cccc(C(F)(F)F)c2)cc1	3.3	17.0	-2.6	-5.8	2.2	-3.2	-0.6	-5.2	-15.2	-5.4
Cc1cccc(/C=C/c2onc(C)c2S(=O)(=O)N2CCC(C(=O)NC(C)C)CC2)c1	4.6	-1.3	-0.9	3.0	1.6	6.2	-1.4	-0.8	5.5	-1.1
O=S(=O)([O-])C(c1ccccc1)[n+]1ccccc1 (stereo not drawn)	-5.3	-8.9	0.4	-1.8	4.4	2.1	3.2	1.3	5.4	-2.5
CCSc1nnc(COc2ccccc2)n1CC	4.8	1.8	-2.9	2.7	-8.9	-3.3	1.4	-0.2	-6.6	4.5
Cc1nc(Cc2nnc(SCC(=O)N3CCN(c4ccc(O)cc4)CC3)o2)cs1	1.0	1.4	-4.5	-1.1	-13.1	2.1	-3.9	1.7	-0.6	11.2
CC(=O)NCCNC(=O)c1oc2ccccc2c1CSc1ncn[nH]1	1.0	6.4	-2.3	2.2	4.6	12.6	10.1	0.0	-4.5	0.8
CCOc1ccc(CCNC(=O)c2ccc3nc(CC)c(CC)nc3c2)cc1	-3.3	-3.4	1.0	-18.1	-0.5	-0.5	-11.4	5.0	5.7	-13.3
COCCN(C(=O)CSc1nnc(Nc2ccccc2F)s1)c1c(N)n(Cc2ccccc2)c(=O)[nH]c1=O	-8.5	-8.1	2.5	-8.6	-9.1	-1.4	-5.4	4.5	3.8	1.6
COC(=O)CNc1ccc2c(c1)OCO2	4.6	4.0	-3.0	1.4	-6.9	-0.8	0.8	-13.0	-12.8	5.7
CSc1nc(SCCO)c2sc3nc(-c4ccco4)c4c(c3c2n1)CC(C)(C)OC4	1.2	6.2	-20.5	9.2	-80.2	-2.6	12.5	-42.5	-54.1	-8.1
CC1=C2NC(N)=[N+](Cc3ccccc3)CC2n2c(=O)n(-c3ccccc3)c(=O)n2C1 (stereo not drawn)	5.5	nt	-4.2	nt	-10.2	-2.8	3.5	-4.2	0.6	-8.9
CCCc1c(C(=O)O)cnn1-c1ccc(Cl)cc1	-4.7	-2.1	-1.9	10.7	3.2	-2.2	5.7	0.6	-2.7	-1.3
Cc1nc(N2CCN(c3ccccc3)CC2)[nH]c(=O)c1Cc1ccccc1	0.4	-0.3	-1.3	-6.1	13.4	-0.2	-6.1	1.6	3.5	5.5
C/C(=N\NC(=O)c1ccn(C)n1)c1ccc(NC(=O)C2CCC2)cc1	-6.7	-16.6	-1.8	5.5	-5.7	3.0	8.2	0.1	-4.8	-2.6
CC(=O)c1ccc(NC(=O)N2CCN(c3ccc(C)cc3)C(C)C2)cc1 (stereo not drawn)	-5.2	-2.3	4.9	-7.4	4.0	-6.5	-0.1	3.1	-0.8	2.1
More structures follow:
SMILES	Tn7 DDE FP	ASAP1 inh	ADAM17 inh	ARFGAP1 inhibitor	ADAM10 inh	DDE Tn6 FP inh	TDP2 absorb	PLC-gamma1 inh	PLC-beta3 inh	SIAE primary
COCCNc1nc(-c2ccccc2)nc2ccccc12	-3.3	3.8	-1.0	-2.5	-5.1	-3.7	2.5	-4.8	-8.5	-6.0
C[C@@H]1CN([C@@H](C)CO)C(=O)CCCn2nncc2CO[C@H]1CN(C)Cc1cccnc1	-0.2	-4.0	-1.6	-2.6	-10.2	-1.6	-6.7	-3.2	-0.3	1.6
NNC(=O)C(Cc1ccc(O)cc1)N1Cc2ccccc2C1=O (stereo not drawn)	1.5	7.4	0.0	9.8	-3.7	-4.9	1.3	0.0	-6.6	-0.2
CC1=C(C(=O)Nc2ccccc2)C2(CCCCC2)C(C#N)=C(SCC(N)=O)N1	3.7	6.6	0.6	-5.6	2.9	2.7	-1.7	-1.2	4.3	-3.5
CN1CCN(Cc2c(C(=O)N3CCc4ccccc4C3)nc3ccc(Cl)cn23)CC1	5.9	-11.1	-4.2	6.8	-9.0	1.8	8.3	-0.8	-8.0	-0.3
O=C(Nc1ccccc1)c1ccc(CN2CCc3ccccc3C2)cc1	3.5	8.4	-0.9	4.7	-2.6	2.2	1.8	-5.8	-2.9	-2.9
Cc1cc(OCC(=O)Nc2ccc(S(=O)(=O)N3CCN(C)CC3)cc2)ccc1Cl	10.0	-9.2	0.8	2.3	10.3	1.6	2.3	0.5	3.6	0.4
O=C(O)c1ccc(Nc2ccc(F)c(F)c2)c([N+](=O)[O-])c1	-2.9	-4.7	-1.2	2.2	-3.3	5.8	-9.1	0.3	-8.5	-3.3
O=C(CCCn1c(SCC(=O)NC2CCCCC2)nc2ccccc2c1=O)NCC1CCCO1 (stereo not drawn)	-6.3	8.3	-3.2	-7.8	-3.4	-9.5	0.3	0.3	-1.1	-10.2
COc1cccc(C(=O)N2CCN(S(C)(=O)=O)CC2)c1	6.3	12.1	-2.6	4.4	-1.4	0.5	7.7	-3.1	2.0	2.7
O=S(=O)(Nc1ccc(F)cc1)c1cccc2nsnc12	3.0	6.8	-4.5	1.6	-1.7	8.8	-17.3	0.0	-2.7	-8.6
Oc1ccc2ccc3cccc[n+]3c2c1	62.8*	-9.2	-2.9	-7.8	-2.2	2.0	-4.2	i	i	17.1*
Cc1ccc(O)c(C(=O)c2cnn(C(=O)c3cccc(S(=O)(=O)N(C)C)c3)c2)c1	-0.9	-11.7	5.7	9.5	-7.1	2.6	6.3	0.6	6.1	5.5
COc1ccc(NC(=O)CC2SC(N)=NC2=O)c([N+](=O)[O-])c1 (stereo not drawn)	-6.1	8.4	2.6	1.1	1.3	-5.4	2.6	1.2	0.8	6.6
O=C(c1cnn(-c2ccccc2)c1-n1cccc1)N1CCN(C2CCCCC2)CC1	3.9	-3.0	-1.0	9.0	-7.4	-1.7	-3.1	0.1	3.2	-0.7
CCOCCCN1C(=O)C(O)=C(C(C)=O)C1c1cccs1 (stereo not drawn)	9.1	-1.9	-5.8	-3.7	-10.4	-3.4	2.1	-8.4	-0.4	-6.2
COc1ccc(-n2c(Cc3cccn3C)nnc2SCC(=O)NCc2ccccc2Cl)cc1	3.8	-3.6	1.8	-7.8	5.8	-1.0	-3.5	2.6	3.3	-0.5
COc1ccc(Cc2nc3ccc(C(=O)NC(C)C)cc3o2)cc1	-0.3	-13.1	-0.2	-4.7	14.2	-5.9	-3.6	2.5	-1.1	4.3
Cc1cc(C(=O)CSc2nnc(N)s2)c(C)n1-c1c(C)n(C)n(-c2ccccc2)c1=O	3.6	-1.4	-5.2	3.7	2.3	-1.0	-5.9	-1.5	-0.8	-0.4
Cc1c(NC(=O)C(C)OC(=O)c2c3c(nc4ccccc24)CCC3)c(=O)n(-c2ccccc2)n1C (stereo not drawn)	3.7	-0.6	-2.0	-0.8	-22.4	0.3	1.0	-14.8	-17.0	-6.4
CC(=O)N1CCc2c(sc3c2c(=O)n(Cc2ccccc2)c(=O)n3CC(=O)NCC2CCCO2)C1 (stereo not drawn)	8.7	12.4	-8.6	-4.4	-13.5	-11.7	-17.4	4.2	0.4	-4.0
COc1ccccc1C(=O)Oc1ccc(N2C(=O)CCC2=O)cc1	-4.0	-1.6	-4.3	1.1	-4.3	1.6	2.9	5.5	-0.8	-0.1

Complete entries as entered above.
Record of `Cc1cc(OCC(=O)Nc2ccc(S(=O)(=O)N3CCN(C)CC3)cc2)ccc1Cl` → Tn7 DDE FP = 10.0; ASAP1 inh = -9.2; ADAM17 inh = 0.8; ARFGAP1 inhibitor = 2.3; ADAM10 inh = 10.3; DDE Tn6 FP inh = 1.6; TDP2 absorb = 2.3; PLC-gamma1 inh = 0.5; PLC-beta3 inh = 3.6; SIAE primary = 0.4
Record of `C[C@@H]1CN([C@@H](C)CO)C(=O)CCCn2nncc2CO[C@H]1CN(C)Cc1cccnc1` → Tn7 DDE FP = -0.2; ASAP1 inh = -4.0; ADAM17 inh = -1.6; ARFGAP1 inhibitor = -2.6; ADAM10 inh = -10.2; DDE Tn6 FP inh = -1.6; TDP2 absorb = -6.7; PLC-gamma1 inh = -3.2; PLC-beta3 inh = -0.3; SIAE primary = 1.6

Rows are unselected; any-hit rate near 3.6%.
